AGP1 TOR yeast: modulators of TOR pathway AGP1-GFP in S. cerevisiae; S. cerevisiae AGP1-GFP multiplex flow cytometry, 3 h; GFP as percent of DMSO wells; GFP response vs DMSO, % at 10 µM; 320,000 compounds, 0.02% hits; AID 2066;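 active means GFP response relative to DMSO above a set limit, near screen average plus 3 SD, cut at about 150% in these data; inconclusive means fewer than 70 cells counted for the yeast strain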;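 further: median GFP channel fluorescence of the gated AGP1 strain per well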
procasp3 activ: procaspase-3 (human) activation; P42574; recombinant procaspase-3 D3A, Ac-DEVD-pNA absorbance 405 nm; activation, % at 8.5 µM; 330,000 compounds, 0.11% hits; AID 463141;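 active means activation above the mean of all tested compounds plus 3 SD, cut at about 21% in these data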;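 further: 0% = DMSO alone and 100% = DMSO wells spiked with extra 5 µM PC-3 D3A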
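System: Procaspase-3 D3A mutant. Medium: Zinc-free 300 mM NaCl, 50 mM HEPES, 0.01% Triton X-100. Schedule: 1 h preincubation plus 2 h reaction at 25 °C. Measured by: 405 nm absorbance of p-nitroaniline, reads at 0 and 120 min. Read-out: percent activation relative to control range.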
AHR activator: activators of human aryl hydrocarbon receptor; P35869; AHR-responsive luciferase reporter cells, luminescence; activation, % at 5 µM; 320,000 compounds, 2.5% hits; AID 2796; in the data active means activation above about 47%;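 further: 0% = vehicle wells and 100% = reference agonist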
Target sequence (P35869 whole entry, looked up): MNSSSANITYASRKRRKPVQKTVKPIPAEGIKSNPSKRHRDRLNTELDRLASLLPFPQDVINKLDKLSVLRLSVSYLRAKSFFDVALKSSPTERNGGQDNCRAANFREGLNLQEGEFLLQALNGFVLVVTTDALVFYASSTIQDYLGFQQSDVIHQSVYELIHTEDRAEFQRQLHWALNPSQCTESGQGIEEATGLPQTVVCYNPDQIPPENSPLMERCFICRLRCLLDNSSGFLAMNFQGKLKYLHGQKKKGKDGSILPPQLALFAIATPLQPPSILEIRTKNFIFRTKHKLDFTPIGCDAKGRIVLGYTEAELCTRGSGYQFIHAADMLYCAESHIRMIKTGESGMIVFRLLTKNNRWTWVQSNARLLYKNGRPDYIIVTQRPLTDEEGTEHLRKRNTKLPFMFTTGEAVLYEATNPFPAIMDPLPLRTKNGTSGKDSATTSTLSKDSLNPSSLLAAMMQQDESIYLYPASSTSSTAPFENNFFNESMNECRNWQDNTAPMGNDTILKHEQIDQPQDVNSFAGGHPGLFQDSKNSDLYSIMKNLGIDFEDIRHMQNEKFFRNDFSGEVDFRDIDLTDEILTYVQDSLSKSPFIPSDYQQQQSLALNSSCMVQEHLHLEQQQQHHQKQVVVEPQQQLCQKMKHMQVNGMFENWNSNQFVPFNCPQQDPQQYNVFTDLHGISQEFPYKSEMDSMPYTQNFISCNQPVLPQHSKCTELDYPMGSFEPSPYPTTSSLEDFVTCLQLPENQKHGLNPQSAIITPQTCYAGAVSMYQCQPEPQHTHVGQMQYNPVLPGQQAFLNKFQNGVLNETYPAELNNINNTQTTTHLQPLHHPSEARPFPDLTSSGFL
procasp7 counter: activates human procaspase-7, counter-screen for procaspase-3 activators. 330,000 compounds, 0.093% hits. activation, % at 8.5 µM. P55210. recombinant procaspase-7, Ac-DEVD-pNA absorbance 405 nm; D23A/D198A/D206A triple mutant, cannot self-cleave; scale: DMSO 0, 5 µM enzyme 100;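 active means percent activation above the screen-wide mean plus 3 SD, cut at about 25% in these data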
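Replicates: singlicate. Assay system: Procaspase-7 triple mutant (PC-7 D3A). Signal: 405 nm absorbance of p-nitroaniline. Times: 1 h preincubation, 2 h reaction. Buffer or medium: Zinc-free HEPES pH 7.4 with 300 mM NaCl, 0.01% Triton X-100. Also added: DEVD-pNA substrate. Benchmarks: DMSO wells as 0%, DMSO with 5 µM added PC-7 as 100%.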
LAP4-GFP MLPCN: yeast TOR pathway LAP4-GFP modulation. S. cerevisiae LAP4-GFP multiplex, flow cytometry GFP, 3 h; median GFP as percent of DMSO wells. GFP response vs DMSO, % at 10 µM. 320,000 compounds, 0.34% hits. AID 2023;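 active means GFP response vs DMSO above a set limit, about the screen mean plus 3 SD, cut at about 150% in these data; inconclusive means under 70 cell events counted for the yeast strain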
CIT2-GFP yeast: modulators of TOR pathway CIT2-GFP in S. cerevisiae | S. cerevisiae CIT2-GFP strain, flow cytometry, 3 h; 100 means same as DMSO wells | 320,000 compounds, 0.065% hits | GFP response vs DMSO, % at 10 µM;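 active means GFP response relative to DMSO above a set limit, near the screen mean plus 3 SD, cut at about 150% in these data; inconclusive means Fewer than 70 cells measured for a yeast strain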;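 further: ratio of well median GFP fluorescence to mean of DMSO wells on the plate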
MEP2 TOR yeast: modulators of TOR pathway MEP2-GFP in S. cerevisiae. AID 2016. GFP response vs DMSO, % at 10 µM. S. cerevisiae MEP2-GFP strain, flow cytometry GFP, 3 h; 100% = DMSO control level. 330,000 compounds, 0.51% hits;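 active means GFP response versus DMSO above a set limit, roughly screen mean plus 3 SD, cut at about 180% in these data; inconclusive means fewer than 70 cells counted for a yeast strain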;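 further: median GFP fluorescence of the barcode-gated MEP2-GFP cells per well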
RPL19A TOR yeast: modulators of TOR pathway RPL19A-GFP in S. cerevisiae; S. cerevisiae RPL19A-GFP strain, flow cytometry, 3 h; hits give low values; percent response vs DMSO, % at 10 µM; 330,000 compounds, 0.3% hits; AID 2025;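 active means percent response vs DMSO below 50%; inconclusive means fewer than 70 events counted for the yeast strain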;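 further: median channel GFP fluorescence of the barcoded RPL19A-GFP strain; ratio of sample median GFP to plate DMSO average so 100% = DMSO; lower means less RPL19A-GFP as with rapamycin TOR inhibition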
The depositor's hits bear a star; ? = inconclusive; . = no result given; & = joins results of further samples; [ ] = dose if it differs, or a comment.

Values run as follows: AGP1 TOR yeast, procasp3 activ, AHR activator, procasp7 counter, LAP4-GFP MLPCN, CIT2-GFP yeast, MEP2 TOR yeast, RPL19A TOR yeast
1	Cn1c(=O)c2c(nc(NCCCO)n2Cc2cccc(C(F)(F)F)c2)n(C)c1=O
  108, -3, 0, 6, 102, 107, 109, 102
2	COc1ccc(OCC(O)Cn2c(Br)nc3c2c(=O)[nH]c(=O)n3C)cc1 (stereo not drawn)
  ., 1, 0, 5, 88, 84, 90, 88
3	Cc1ccc(-c2cc(C(=O)N(C)CC(=O)Nc3ccccc3Br)c3ccccc3n2)o1
  96, -15, 5, -10, 100, 90, 100, 91
4	Cc1nnc(SCC(=O)NCc2ccc3c(c2)OCO3)[nH]c1=O
  94, -9, -1, 12, 94, 99, 99, 96
5	Cn1c(=O)c2c(n(Cc3ccccc3)c1=O)NC(=O)C2CC(=O)NCc1cccc(Cl)c1 (stereo not drawn)
  98, 7, 2, 8, 92, 86, 100, 92
6	Nc1nonc1-n1nnc(C(=O)N/N=C/c2cccnc2)c1-c1cccs1
  101, 2, 15, -8, 102, 104, 103, 101
7	Cc1ccccc1CN1CCC(n2nccc2NC(=O)CCCc2ccccc2)CC1
  78[may fluoresce red], -2, 0, 8, 83[may fluoresce red], 89[may fluoresce red], 76[may fluoresce red], ?
8	COc1ccc(C(=O)NCC2(c3ccccc3)CCOCC2)cc1
  94, -8, 4, -1, 88, 106, 87, 96
9	COc1cccc(OCc2ccc(C(=O)NCC3CCCO3)cc2)c1 (stereo not drawn)
  97, -6, 2, -7, 97, 95, 85, 96
10	O=C(Cc1cccc2ccccc12)N1CC[C@@]2(O)CCCC[C@H]2C1
  110, 0, 0, 5, 107, 104, 104, 103
11	CC1CCCCN1C(=S)NCc1ccco1 (stereo not drawn)
  110, -7, 1, 11, 97, 115, 105, 99
12	COc1cccc(Nc2nc(CC(C)=O)ns2)c1
  98, 0, 21, 0, 105, 96, 100, 100
13	CCCCCCCCCOC(=O)C[n+]1csc(CCO)c1C
  ., 1, 0, 18, 108, 105, 110, 100
14	CSCCC(=O)NC1CCCN(CCc2ccccc2)C1 (stereo not drawn)
  38, 5, 0, 6, 84, 98, 101, 101
15	CCOC(=O)C1(Cc2ccccc2)CCN(Cc2cccc(OC)c2O)CC1
  111, 6, 2, 5, 102, 108, 102, 102
16	Cn1cc(Cl)c(C(=O)N(Cc2ccccc2)c2ccccn2)n1
  108, 4, 0, 7, 95, 105, 93, 106
17	S=C1NC2=C(CCCC2=C2SCCCS2)C(c2ccccc2)N1 (stereo not drawn)
  94, -10, -2, -16, 99, 90, 94, 94
18	C=Cc1c(C)c2cc3[nH]c(cc4nc(cc5nc(cc1[nH]2)C(C)=C5CCC(=O)O)C(CCC(=O)O)=C4C)c(C)c3C=C
  94&94, 5&-11, 5&-1, -8&-10, 90&98, 90&90, 95&82, 98&92
19	Cc1c(O)ccc2c3c(c(=O)oc12)CCC(C)C3 (stereo not drawn)
  97, 12, 3, 18, 115, 104, 106, 106
20	CCOc1ccc(C2C(C#N)=C(C)NC3=C2C(=O)c2ccccc23)cc1 (stereo not drawn)
  95, -2, -3, -7, 80, 112, 102, 103
21	CCCN1CCC(=O)N(CCN=[N+]=[N-])CC1
  86, -4, 2, -10, 103, 87, 94, 101
22	CC1(C)CC(=O)C(/C=N/n2c(C(F)(F)F)nc3ccccc3c2=O)=C(O)C1
  91, 0, 0, -4, 97, 92, 89, 97
23	O=C(NNS(=O)(=O)c1ccc2ccccc2c1)c1cccnc1
  108, 1, 6, 6, 101, 103, 110, 105
24	Cc1nc(NC(=O)COc2ccccc2)sc1C(=O)Nc1cccc(Cl)c1
  97, -9, 31, -1, 96, 97, 102, 94
25	O=C1CCC/C(=N\NC(=O)c2ccc(COc3cccc4cccnc34)cc2)C1
  101, 5, 8, 8, 100, 95, 110, 97
26	CC(NC(=O)COC(=O)CSc1ccc(F)cc1)c1ccc(F)cc1 (stereo not drawn)
  96, 5, 0, 8, 99, 95, 84, 91
27	COc1cc(C(=O)NCc2cn3ccsc3n2)cc(OC)c1OC
  96, 15, 0, 12, 91, 100, 95, 95
28	COc1cc(OC)c(C#N)c(S(=O)(=O)Cc2ccccc2)c1
  90, 3, -2, -6, 85, 82, 93, 95
29	O=C(Nc1cccc(C(=O)N2CCCCC2)c1)c1ccccc1Br
  91, -1, 1, 8, 85, 97, 94, 104
30	CCS(=O)(=O)N1CCC(C(=O)c2ccc(Cl)cc2)CC1
  85, 9, 0, 11, 76, 85, 99, 117

Along the list, as entered above:
AHR activator for nos. 9–19, in order: 2, 0, 1, 21, 0, 0, 2, 0, -2, 5&-1, 3
LAP4-GFP MLPCN for nos. 9–19, in order: 97, 107, 97, 105, 108, 84, 102, 95, 99, 90&98, 115
AGP1 TOR yeast for nos. 9–19, in order: 97, 110, 110, 98, ., 38, 111, 108, 94, 94&94, 97

The listing continues:
Values run as follows: AGP1 TOR yeast, procasp3 activ, AHR activator, procasp7 counter, LAP4-GFP MLPCN, CIT2-GFP yeast, MEP2 TOR yeast, RPL19A TOR yeast
31	CC1=C(C(=O)OCCOC(C)C)C(c2cccnc2)C2=C(CCCC2=O)N1 (stereo not drawn)
  87, -4, 2, 6, 101, 104, 105, 102
32	Cc1ccccc1CN1C[C@@H]2C[C@@H](c3cn(C)nc3-c3ccccc3)N3CCC[C@@]23C1=O
  97, -3, 0, -5, 95, 100, 96, 93
33	O=C(CSc1cccc[n+]1[O-])C12CC3CC(CC(C3)C1)C2
  94, -14, 1, -6, 139, 96, 105, 102
34	CCn1cc(C(=O)NCC2CCCO2)c(=O)c2cc(F)c(N3CCN(C)CC3)cc21 (stereo not drawn)
  106, 1, 3, 19, 95, 104, 107, 95
35	N#C/C(=C\c1ccc[nH]1)C(=O)c1ccccc1
  94, -6, -4, -10, ., 96, 91, 86
36	COc1ccccc1C(=O)NC1CCSc2ccccc21 (stereo not drawn)
  99, 0, 9, 14, 106, 98, 99, 101
37	Cn1c(=O)[nH]c(=O)c2c1nc(N1CCOCC1)n2CCc1ccccc1
  92, -6, 6, 4, 86, 96, 82, 90
38	CC(C)NC(=O)CC(=O)N/N=C/c1ccc(F)cc1
  113, -3, 0, 3, 104, 105, 104, 100
39	COc1ccc(/C=C2\SC(=S)N(CCC(=O)Nc3cccc(C(=O)O)c3)C2=O)cc1
  120, -7, -2, -4, 81, 80, 83, 90
40	Cc1cc(Cl)ccc1OCCCC(=O)Nc1cccc(-n2cnnn2)c1
  90, -5, 3, -1, 98, 91, 99, 91
41	CC(=O)Nc1ccc(S(=O)(=O)N2C(=O)c3cccc4cccc2c34)cc1
  98, 10, 2, -2, 100, 86, 98, 95
42	CC(C)Oc1cccc(C(=O)Nc2ccc(N3CCN(C)CC3)cc2)c1
  99, 2, 7, 5, 97, 98, 112, 102
43	Cc1ccc2oc(=O)n(Cc3ccccc3)c2c1
  101, 5, 3, 6, 98, 98, 114, 105
44	Cc1cc2oc(=O)cc(CN3CCc4ccccc43)c2cc1Cl
  105, -2, 50*, -9, 100, 105, 106, 101
45	CNC(=S)N/N=C/c1c(C)nn(-c2cccc(Cl)c2)c1Cl
  94, 3, -5, 16, 101, 100, 102, 100
46	COc1ccc(-c2nnc(SC)n2C)cc1
  109, 4, 0, 6, 106, ., 107, 108
47	Cc1ccnc(N2CCC(C(=O)NCc3ccccc3F)CC2)n1
  108, -5, 2, -3, 107, 102, 109, 119
48	C[C@H]1CCC[C@]2(CC(=O)c3cc(F)ccc3O2)C1
  89, 6, 0, 15, 121, 105, 90, 102
49	CCCOc1cccc(C2C(C(=O)c3ccco3)=C(O)C(=O)N2c2nnc(C)s2)c1 (stereo not drawn)
  88, -3, 5, -2, 83, 91, 96, 91
50	COc1cc(/C=C2\SC(N3CCC(C)CC3)=NC2=O)ccc1O
  95, -16, 0, -14, 86, 100, 108, 108
51	COc1ccc(C(CC(=O)Nc2ccc(C)cn2)N2Cc3ccccc3C2=O)cc1 (stereo not drawn)
  97, -4, 1, 3, 93, 103, 111, 105
52	COc1ccc(C(=O)Nc2ccnn2C2CCN(C(=O)c3cc(C)on3)CC2)cc1
  99, 4, 1, -2, 99, 100, 98, 87
53	OCC1(CCCc2ccccc2)CCN(Cc2ccc(F)cc2)CC1
  99, 5, 3, 6, 91, 105, 109, 103
54	CC1(C)CC(=O)C(N=Nc2cccnc2)=C(O)C1
  107, -4, 5, 3, 101, 109, 106, 103
55	Cc1cccc(COC(=O)C(Cc2ccccc2)NC(N)=O)c1 (stereo not drawn)
  75, 0, 0, -1, 102, 95, 114, 106
56	Cc1cccc(S(=O)(=O)NCCc2ccccc2)c1
  96, 6, 2, 13, 107, 97, 122, 99
57	COc1ccc(NC(=O)c2sc3nc(C)cc(C)c3c2N)c(OC)c1
  102, -5, -6, -12, 107, 89, 114, 91
58	CC(=O)N(C)c1ccc(OCC(O)CN(c2ccccc2C)S(=O)(=O)c2ccc(C)cc2)cc1 (stereo not drawn)
  88, 11, 5, 1, 88, 94, 94, 103
59	CCN(CC)Cc1c(O)ccc2c(=O)c(-c3ccc(Cl)cc3)coc12
  106, 5, 0, -5, 103, 103, 112, 100
60	Nc1nonc1-n1nnc(C(=O)N/N=C/c2ccco2)c1-c1ccccc1
  101, -6, 0, 7, 103, 95, 110, 98
61	COC(=O)c1ccc(CSc2nc3cc(Cl)ccc3s2)o1
  100, 0, 6, -2, 97, 95, 103, 105
62	CCC(=O)Nc1ccc(Nc2nc(Cl)nc(Nc3ccc(NC(=O)CC)cc3)n2)cc1
  100, 2, 17, 12, 100, 97, 95, 101
63	COc1ccc(CCNc2ccc(S(=O)(=O)N3CCCC3)cc2[N+](=O)[O-])cc1
  103, 6, -1, -9, 100, 104, 106, 102
64	C/C(CC(=O)Nc1ccc(N(C)C)cc1)=N\NC(=O)c1ccc(C(C)(C)C)cc1
  104, 3, 5, 2, 98, 106, 109, 106
65	Cc1cc(C)c(C)c(S(=O)(=O)N2CCC(C(=O)N3CC(C)CC(C)C3)CC2)c1C (stereo not drawn)
  105, 5, -3, 5, 105, 100, 105, 101
